Screening results deposited in PubChem BioAssay by several laboratories.
cytoskel mod – cytoskeleton assembly modification. AID 836. inhibition, % at 2 µM. HUVEC TNFa F-actin phalloidin imaging, high content. 91,000 tested, 0.18% active;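 active = inhibition above the batch mean plus 3 SD and confirmed as a hit by visual image inspection, cut at about 30% in these data, passing the limit was not always enough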; also: strong numbers were not always called active
Plk1 PBD FP – Plk1 (human) PBD binding inhibition. P53350. Plk1 PBD phosphopeptide binding, fluorescence polarization. inhibition, %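 (tested at about 20 µM)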. 97,000 tested, 0.13% active. AID 693; in the data active = inhibition above about 34%, passing the limit was not always enough
Target sequence (P53350 whole entry, looked up): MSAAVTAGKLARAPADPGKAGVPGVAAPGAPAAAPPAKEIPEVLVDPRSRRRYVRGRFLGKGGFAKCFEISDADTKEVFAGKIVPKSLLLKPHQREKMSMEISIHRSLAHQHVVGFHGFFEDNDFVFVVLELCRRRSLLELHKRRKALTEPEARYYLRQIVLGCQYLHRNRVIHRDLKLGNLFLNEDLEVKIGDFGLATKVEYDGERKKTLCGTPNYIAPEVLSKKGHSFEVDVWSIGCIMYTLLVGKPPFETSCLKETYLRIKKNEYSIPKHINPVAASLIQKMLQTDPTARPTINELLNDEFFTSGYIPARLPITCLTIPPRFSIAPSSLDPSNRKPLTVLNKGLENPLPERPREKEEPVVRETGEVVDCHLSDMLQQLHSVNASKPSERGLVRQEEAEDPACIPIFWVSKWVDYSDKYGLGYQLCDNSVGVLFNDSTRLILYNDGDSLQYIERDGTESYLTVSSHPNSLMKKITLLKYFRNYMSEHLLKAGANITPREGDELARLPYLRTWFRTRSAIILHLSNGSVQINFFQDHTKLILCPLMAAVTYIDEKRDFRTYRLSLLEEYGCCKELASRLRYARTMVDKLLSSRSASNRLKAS
Pyk2 oligo antag – antagonists of human Pyk2 oligomerization; 99,000 tested, 0.83% active; Q293 cells, Pyk2 FERM NanoBiT luminescence; active compounds read low; z-score (the deposit names both 25 µM and 10 µM);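 active = Z-score of -3 or lower, scaled per plate to the spread of control and sample wells; inactive = z-score above -3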;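 also: negative z-score means lost luminescence so less FERM oligomerization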
EphB4 ephrin blk – EphB4-ephrin-B2 interaction antagonism; P54760; EphB4 LBD / TNYL-RAW-Alexa532 peptide, fluorescence polarization; 97,000 tested, 0.15% active; inhibition, % at 7 µM;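 active = inhibition above the screen-wide mean inhibition plus 3 SD, cut at about 15% in these data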;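 also: 0% = DMSO wells and 100% = excess unlabeled TNYL-RAW peptide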
PTPN22 act – increases human PTPN22 phosphatase activity. recombinant LYP, DiFMUP fluorescence; 0 = plate median, 100 = signal doubled. activation, % at 2 µM. 96,000 tested, 0.11% active;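 active = activation at 2 µM above a set limit, the mean plus 5 SD, cut at about 37% in these data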
Rev-RRE block – inhibitors of HIV-1 Rev-RRE RNA interaction. P05866. Rev peptide-RRE RNA binding, FRET. inhibition, % at 8 µM. 97,000 tested, 0.79% active. AID 704;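 active = inhibition above the screen-wide mean plus 3 SD, cut at about 35% in these data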;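 also: 0% = median DMSO wells and 100% = median Neomycin B control wells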
Target sequence (P05866 whole entry, looked up): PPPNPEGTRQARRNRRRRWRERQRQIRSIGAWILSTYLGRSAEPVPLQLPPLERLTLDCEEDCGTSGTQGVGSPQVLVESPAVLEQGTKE
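Test system – labelled RRE RNA duplex and labelled Rev peptide · Signal – fluorescein-to-Cy5 FRET, 480 nm excitation · Evaluation – % inhibition of FRET ratio versus controls · Benchmarks – DMSO low control, neomycin B high control · Incubation – 5 min RNA-compound premix plus 15 min binding step, 25 °C · Medium – HEPES pH 7.5 salt buffer with EDTA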
PLK1 kinase inh – inhibitors of human PLK1 kinase; recombinant PLK1 kinase, TR-FRET peptide phosphorylation; inhibition, % at 10 µM; 97,000 tested, 0.53% active; AID 619;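 active = inhibition of 50% or more in the single-concentration screen; inactive = inhibition below 50%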;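 also: 0% = DMSO max control and 100% = H-89 dihydrochloride min control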
FAK inh – inhibitors of human focal adhesion kinase; biochemical FAK kinase activity assay; inhibition, %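 (tested at 7 µM)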; 97,000 tested, 0.84% active; in the data active = inhibition above about 19%;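 also: 0% = DMSO and 100% = reference compound high control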
LYP inh 2 – blocks human PTPN22 phosphatase activity; 96,000 tested, 0.21% active; AID 640; recombinant LYP catalytic domain, DiFMUP fluorescence; inhibition, % at 2 µM; Q9Y2R2;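 active = inhibition at 2 µM at or above a set limit, the screen mean plus 3 SD, cut at about 24% in these data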;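 also: 0% = DMSO with enzyme and 100% = enzyme fully blocked by orthovanadate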
The depositor's hits bear a star. Rows are unselected; about 3.5% have a hit in one of these screens.

`CS(=O)(=O)N1N=C(c2ccccc2)CC1c1cccs1` (stereo not given) gave cytoskel mod 15.8, Plk1 PBD FP 5.3, Pyk2 oligo antag 0.47, EphB4 ephrin blk 1.7, PTPN22 act -7.2, Rev-RRE block 2.9, PLK1 kinase inh -3.0, FAK inh 4.9 and LYP inh 2 9.9.
`Nc1cccc(-c2nc3ccc(N)cc3s2)c1` gave cytoskel mod -44.8, Plk1 PBD FP -10.1, Pyk2 oligo antag -1.61, EphB4 ephrin blk -8.9, PTPN22 act 3.3, Rev-RRE block -0.9, PLK1 kinase inh -0.3, FAK inh 4.3 and LYP inh 2 -4.8.
Screening CS(=O)(=O)N1N=C(c2ccc(Br)cc2)CC1c1cccs1 (stereo not given) returned cytoskel mod 8.9, Plk1 PBD FP 7.3, Pyk2 oligo antag -1.62, EphB4 ephrin blk 2.7, PTPN22 act 2.7, Rev-RRE block 2.0, PLK1 kinase inh 4.3, FAK inh 5.5 and LYP inh 2 -5.4.
For O=C(NCc1cccc(C(F)(F)F)c1)C1CC(c2c(Cl)cccc2Cl)=NO1 (stereo not given) the results were cytoskel mod -20.8, Plk1 PBD FP 0.9, EphB4 ephrin blk -1.6, PTPN22 act 8.1, Rev-RRE block 9.4, PLK1 kinase inh -3.4, FAK inh -1.8 and LYP inh 2 -3.8.
CCOC(=O)NC(=O)CSc1nnnn1-c1ccc(Cl)cc1 was read as cytoskel mod -1.1, Plk1 PBD FP 1.1, Pyk2 oligo antag 0.23, EphB4 ephrin blk -5.2, PTPN22 act 0.7, Rev-RRE block 1.1, PLK1 kinase inh -14.1, FAK inh 0.9 and LYP inh 2 -3.9.
`COCCn1c(SCC(=O)Nc2nc(C)c(Cl)cc2Cl)nc2ccccc21` gave cytoskel mod 5.2, Plk1 PBD FP -4.7, Pyk2 oligo antag -0.86, EphB4 ephrin blk 3.2, PTPN22 act 1.6, Rev-RRE block 4.6, PLK1 kinase inh -3.2, FAK inh -3.3 and LYP inh 2 -3.1.
O=C(COC(=O)C1CCN(S(=O)(=O)c2cccc3cccnc23)CC1)c1ccc(F)cc1 was read as cytoskel mod -7.3, Plk1 PBD FP -31.9, Pyk2 oligo antag -0.63, EphB4 ephrin blk -6.1, PTPN22 act 4.7, Rev-RRE block 6.5, PLK1 kinase inh -8.0, FAK inh 1.6 and LYP inh 2 0.2.
Cc1ccc(S(=O)(=O)/N=C2/NC(=O)/C(=C/c3cccnc3)S2)cc1 was read as cytoskel mod 38.9, Plk1 PBD FP 7.1, Pyk2 oligo antag -2.01, EphB4 ephrin blk 8.8, PTPN22 act 1.8, Rev-RRE block 2.5, PLK1 kinase inh 19.5, FAK inh 0.8 and LYP inh 2 1.7.
COc1ccc(S(=O)(=O)N2CCC(C(=O)NCCc3ccccc3)CC2)cc1OC was read as cytoskel mod -20.2, Plk1 PBD FP 0.5, Pyk2 oligo antag 0.18, EphB4 ephrin blk 0.6, PTPN22 act -4.4, Rev-RRE block 4.8, PLK1 kinase inh -27.8, FAK inh -1.3 and LYP inh 2 1.8.
For Cc1ccc(NC(=O)C(Cc2ccccc2)NC(=O)c2ccco2)cc1 (stereo not given) the results were cytoskel mod -3.2, Plk1 PBD FP 22.4, Pyk2 oligo antag -0.56, EphB4 ephrin blk -3.4, PTPN22 act -3.6, Rev-RRE block -0.1, PLK1 kinase inh -4.7, FAK inh 1.5 and LYP inh 2 1.0.
`Clc1ccc2c(c1)c1ccccc1n2CN1CCOCC1` gave cytoskel mod 1.7, Plk1 PBD FP -1.4, Pyk2 oligo antag -0.18, EphB4 ephrin blk 0.0, PTPN22 act 15.0, Rev-RRE block 11.1, PLK1 kinase inh -13.8, FAK inh 5.6 and LYP inh 2 -17.5.
For O=C1CCCc2ccccc2N1Cc1ccccc1Cl the results were cytoskel mod 3.0, Plk1 PBD FP -19.3, Pyk2 oligo antag -1.03, EphB4 ephrin blk 2.0, PTPN22 act 2.1, Rev-RRE block 12.8, PLK1 kinase inh -6.6, FAK inh 8.4 and LYP inh 2 0.4.
O=C(CN1CC(=O)Oc2ccccc21)NCc1ccco1 was read as cytoskel mod -5.5, Plk1 PBD FP -1.7, Pyk2 oligo antag 0.6, EphB4 ephrin blk 4.4, PTPN22 act 1.7, Rev-RRE block 5.3, PLK1 kinase inh -6.8, FAK inh -2.3 and LYP inh 2 -2.5.
Screening CCOC(=O)N1CCC(NC(=O)c2cc(C)c3c(C)nn(-c4ccccc4)c3n2)CC1 returned cytoskel mod 22.3, Plk1 PBD FP 14.0, Pyk2 oligo antag -1.5, EphB4 ephrin blk 8.1, PTPN22 act -4.0, Rev-RRE block 4.9, PLK1 kinase inh -4.6, FAK inh 9.7 and LYP inh 2 3.4.
For Cc1ccc(C(=O)CSc2nnc(COc3cccc4cccnc34)o2)cc1 the results were cytoskel mod -6.9, Plk1 PBD FP -0.5, Pyk2 oligo antag -0.26, EphB4 ephrin blk -1.6, PTPN22 act 6.6, Rev-RRE block 3.3, PLK1 kinase inh -5.6, FAK inh -6.6 and LYP inh 2 -7.4.

3 compounds drawn at random from those above:
O=C(COC(=O)C1CCN(S(=O)(=O)c2cccc3cccnc23)CC1)c1ccc(F)cc1 was read as cytoskel mod -7.3, Plk1 PBD FP -31.9, Pyk2 oligo antag -0.63, EphB4 ephrin blk -6.1, PTPN22 act 4.7, Rev-RRE block 6.5, PLK1 kinase inh -8.0, FAK inh 1.6 and LYP inh 2 0.2.
For O=C1CCCc2ccccc2N1Cc1ccccc1Cl the results were cytoskel mod 3.0, Plk1 PBD FP -19.3, Pyk2 oligo antag -1.03, EphB4 ephrin blk 2.0, PTPN22 act 2.1, Rev-RRE block 12.8, PLK1 kinase inh -6.6, FAK inh 8.4 and LYP inh 2 0.4.
`CS(=O)(=O)N1N=C(c2ccccc2)CC1c1cccs1` (stereo not given) gave cytoskel mod 15.8, Plk1 PBD FP 5.3, Pyk2 oligo antag 0.47, EphB4 ephrin blk 1.7, PTPN22 act -7.2, Rev-RRE block 2.9, PLK1 kinase inh -3.0, FAK inh 4.9 and LYP inh 2 9.9.

(next part)
For CCOC(=O)C(=Cc1ccc(OCc2ccc([N+](=O)[O-])cc2)c(OC)c1)C(=O)OCC the results were cytoskel mod 4.4, Plk1 PBD FP -16.3, Pyk2 oligo antag -1.93, EphB4 ephrin blk -8.8, PTPN22 act -3.5, Rev-RRE block 17.4, PLK1 kinase inh -13.3, FAK inh 1.5 and LYP inh 2 8.4.
Cc1nn(-c2cccc(Cl)c2)c2c1C(c1cccnc1)C(C#N)=C(N)O2 (stereo not given) was read as cytoskel mod 3.7, Plk1 PBD FP -28.5, Pyk2 oligo antag -1.46, EphB4 ephrin blk -2.6, PTPN22 act 4.5, Rev-RRE block -1.9, PLK1 kinase inh -6.0, FAK inh -1.7 and LYP inh 2 -4.0.
O=C1CSC(c2cccnc2)N1C1CCCCC1 (stereo not given) was read as cytoskel mod 11.9, Plk1 PBD FP 25.9, Pyk2 oligo antag -0.34, EphB4 ephrin blk -1.5, PTPN22 act -1.6, Rev-RRE block 3.2, PLK1 kinase inh -5.5, FAK inh 0.0 and LYP inh 2 0.8.
For COc1cc(NC(=O)CSc2nnc(C)s2)cc(OC)c1OC the results were cytoskel mod 20.4, Plk1 PBD FP 6.3, Pyk2 oligo antag 0.49, EphB4 ephrin blk 2.3, PTPN22 act -4.1, Rev-RRE block 8.0, PLK1 kinase inh -17.6, FAK inh 0.3 and LYP inh 2 3.6.
Screening CC1(C)CC(=O)c2cc(OCC(=O)NCC3CCCO3)ccc2O1 (stereo not given) returned cytoskel mod -46.0, Plk1 PBD FP -21.8, Pyk2 oligo antag 0.53, EphB4 ephrin blk -1.2, PTPN22 act 4.6, Rev-RRE block 2.4, PLK1 kinase inh -27.5, FAK inh -5.7 and LYP inh 2 -5.0.
Screening O=C(Nc1ccc(F)cc1F)c1cc(-c2ccco2)on1 returned cytoskel mod 17.4, Plk1 PBD FP 23.9, Pyk2 oligo antag -0.4, EphB4 ephrin blk -5.9, PTPN22 act -8.9, Rev-RRE block 6.2, PLK1 kinase inh -6.1, FAK inh -5.8 and LYP inh 2 7.1.
For CCCOn1c(OCC(C)C)nc2ccccc2c1=O the results were cytoskel mod -3.1, Plk1 PBD FP 2.1, Pyk2 oligo antag 0.35, EphB4 ephrin blk 4.6, PTPN22 act 13.7, Rev-RRE block 5.1, PLK1 kinase inh -2.4, FAK inh 1.7 and LYP inh 2 -16.8.
For c1ccc(-c2nc3ccccc3s2)nc1 the results were cytoskel mod 42.3, Plk1 PBD FP -20.5, Pyk2 oligo antag -0.73, EphB4 ephrin blk -0.3, PTPN22 act -3.6, Rev-RRE block 6.6, PLK1 kinase inh -8.2, FAK inh 5.9 and LYP inh 2 0.7.
For Oc1ccc(-c2nc3ncccn3c2Nc2ccc3c(c2)OCO3)cc1 the results were cytoskel mod -3.3, Plk1 PBD FP 0.8, Pyk2 oligo antag -0.14, EphB4 ephrin blk 5.2, PTPN22 act 4.2, Rev-RRE block 5.2, PLK1 kinase inh 0.1, FAK inh -0.2 and LYP inh 2 -1.1.
`FC(F)(F)c1cnc(N2CCC(=NOCc3ccc(Cl)cc3)CC2)c(Cl)c1` gave cytoskel mod 4.3, Plk1 PBD FP -18.2, Pyk2 oligo antag 0.33, EphB4 ephrin blk -8.8, PTPN22 act -3.1, Rev-RRE block 6.8, PLK1 kinase inh -12.2, FAK inh 0.1 and LYP inh 2 6.3.
O=C(NCCC1=CCCCC1)c1ccc(F)c(S(=O)(=O)N2CCOCC2)c1 was read as cytoskel mod -17.7, Plk1 PBD FP 10.7, Pyk2 oligo antag -1.96, EphB4 ephrin blk -1.9, PTPN22 act -6.5, Rev-RRE block -1.2, PLK1 kinase inh -2.7, FAK inh -1.1 and LYP inh 2 3.7.
CC(=O)NCCn1c(SCc2ccc(C)cc2)nc2ccccc2c1=O was read as cytoskel mod -10.5, Plk1 PBD FP -3.2, Pyk2 oligo antag 0.14, EphB4 ephrin blk 5.2, PTPN22 act 5.1, Rev-RRE block 0.5, PLK1 kinase inh -9.0, FAK inh 1.0 and LYP inh 2 -2.1.
CCOC(=O)c1c(CN2CCCCC2)oc2ccc(O)cc12 was read as cytoskel mod 5.7, Plk1 PBD FP 9.8, Pyk2 oligo antag -0.22, EphB4 ephrin blk -1.6, PTPN22 act 1.1, Rev-RRE block 1.8, PLK1 kinase inh -14.9, FAK inh 0.3 and LYP inh 2 -2.7.
For COc1ccc(C)cc1S(=O)(=O)N(C)CC(=O)Nc1ccc2c(c1)OCO2 the results were cytoskel mod -9.3, Plk1 PBD FP -13.4, Pyk2 oligo antag 1.7, EphB4 ephrin blk -8.8, PTPN22 act -4.8, Rev-RRE block 1.5, PLK1 kinase inh -13.0, FAK inh -1.7 and LYP inh 2 3.1.
Cc1nc(N)sc1-c1nnc(SCC(=O)Nc2ccccc2C(F)(F)F)n1C was read as cytoskel mod -6.8, Plk1 PBD FP -15.6, Pyk2 oligo antag -0.28, EphB4 ephrin blk -4.5, PTPN22 act 6.1, Rev-RRE block 3.6, PLK1 kinase inh -13.7, FAK inh 0.9 and LYP inh 2 -2.5.
